High-throughput results: PubChem BioAssay, National Center for Advancing Translational Sciences (NCATS)
TrxR1 inh – qHTS Assay for Inhibitors of Mammalian Selenoprotein Thioredoxin Reductase 1 (TrxR1): qHTS; Thioredoxin reductase 1, cytoplasmic (Rattus norvegicus), O89049; recombinant rTrxR1, NADPH fluorescence consumption, selenite substrate; Potency, µM (titrated, usually from 114 µM), for the others: at the top dose activity change, negative = inhibition, most hits filed as inhibitors; 390,000 tested, 1% active; note: % is set by controls: 0 for no effect and ±100 for the full control effect; nearly all actives have a fitted effect of over 65% in size
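Rat TrxR1 (90 nM in the dispensed reagent) was pre-reduced with 400 uM NADPH for 5 min at room temperature, then incubated with compound for 15 min. After 400 uM selenite was added, NADPH fluorescence (Ex 340/Em 450 nm) was followed for 8 min.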
USP1 inh – Inhibitors of USP1/UAF1: Primary Screen. recombinant USP1/UAF1, Ub-Rhodamine cleavage fluorescence. Potency, µM (series often up to 57.1 µM), without a hit: at the highest dose activity change, negative = inhibition, hits mostly inhibitors. AID 743255, 2014. 390,000 tested, 0.23% active; note: % is set by controls: 0 for no effect and ±100 for the full control effect; nearly all actives have a fitted effect of over 60% in size; inactives centre near -12
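USP1/UAF1 complex at 1 nM was preincubated with compound for 15 min at room temperature, then Ub-Rho substrate (150nM final) was added. Fluorescence (480/540 nm) was read kinetically, 6 reads every 60 seconds.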
RXFP1 agonist – qHTS Assay for Agonists of the Relaxin Receptor RXFP1; HEK293T-RXFP1 cAMP TR-FRET, 30 min; response scale: percent of porcine relaxin response, buffer zero; Potency, µM (series often up to 57.5 µM), without a hit: top-dose activation, hits mostly activators; 370,000 tested, 0.3% active; AID 2676, 2010; note: % is set by controls: 0 for no effect and ±100 for the full control effect; nearly all actives have a fitted effect of over 60% in size; many of its hits are not listed in these tables
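HEK293 cells stably expressing RXFP1, treated 30 min at 37C with compounds plus PDE4 inhibitor Ro 20174; cAMP measured by HTRF TR-FRET. Normalized to buffer and 29 nM porcine relaxin; EC50 by Hill fit.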
TrxR1 substrate – qHTS Assay for Substrates of Mammalian Selenoprotein Thioredoxin Reductase 1 (TrxR1): qHTS; Thioredoxin reductase 1, cytoplasmic (Rattus norvegicus), O89049; purified TrxR1 substrate turnover, NADPH consumption readout; Potency, µM (highest dose often 114 µM), for inactives: at the highest dose activity change, negative = substrate turnover; 390,000 tested, 0.01% active; AID 588456, 2011; note: % is set by controls: 0 for no effect and ±100 for the full control effect; nearly all actives have a fitted effect of over 50% in size
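Rat TrxR1, dispensed at 90 nM, was prereduced with 400 uM NADPH (final) for 5 min at ~22 deg C, then incubated with compound 15 min before 400 uM selenite. A first-read NADPH fluorescence drop versus no-compound background flagged substrates.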
Vif-A3G inh – qHTS for Inhibitors of Vif-A3G Interactions: qHTS; DNA dC->dU-editing enzyme APOBEC-3G (Homo sapiens), Q9HC16; HeLa A3G-eYFP + Vif (tagged APOBEC3G with the HIV-1 protein that degrades it), YFP fluorescence, overnight; Potency, µM (titrated, usually from 46.1 µM), for inactives: at the highest dose activity, negative = active, actives largely listed as inhibitors; 410,000 tested, 0.076% active; AID 602310, 2012;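 note: % is set by controls: 0 for no effect and ±100 for the full control effect; nearly all actives have a fitted effect of over 60% in size; hits raise eYFP signal because A3G escapes Vif-driven loss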
Target sequence (Q9HC16 whole entry, looked up): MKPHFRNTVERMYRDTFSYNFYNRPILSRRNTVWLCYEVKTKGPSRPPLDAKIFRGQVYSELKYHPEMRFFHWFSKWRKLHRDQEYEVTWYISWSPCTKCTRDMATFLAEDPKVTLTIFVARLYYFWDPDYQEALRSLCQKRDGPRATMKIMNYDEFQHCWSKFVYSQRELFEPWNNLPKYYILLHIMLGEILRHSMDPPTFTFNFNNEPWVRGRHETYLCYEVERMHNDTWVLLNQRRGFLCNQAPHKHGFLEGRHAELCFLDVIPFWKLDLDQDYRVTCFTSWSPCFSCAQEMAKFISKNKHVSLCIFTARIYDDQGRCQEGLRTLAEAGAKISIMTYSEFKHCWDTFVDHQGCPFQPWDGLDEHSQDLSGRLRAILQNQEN
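Read-out is eYFP fluorescence (Ex 488/Em 500-530) from Vif-expressing HeLa A3G-eYFP cells; more signal means A3G escaped Vif-mediated degradation. Cells plated overnight, compound pinned in, incubated overnight at 37 deg C.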
ALOX12 inh – Primary qHTS assay for inhibitors of human arachidonate 12S-lipoxygenase (ALOX12): Round 2 | purified 12hLO, xylenol orange hydroperoxide absorbance | Potency, µM (titrated, usually from 108 µM), for the others: at the top dose activity change, negative = inhibition, usual class: inhibitors | 580,000 tested, 1.1% active | AID 1671190, 2021; note: % is set by controls: 0 for no effect and ±100 for the full control effect
Target sequence (P18054 whole entry, looked up): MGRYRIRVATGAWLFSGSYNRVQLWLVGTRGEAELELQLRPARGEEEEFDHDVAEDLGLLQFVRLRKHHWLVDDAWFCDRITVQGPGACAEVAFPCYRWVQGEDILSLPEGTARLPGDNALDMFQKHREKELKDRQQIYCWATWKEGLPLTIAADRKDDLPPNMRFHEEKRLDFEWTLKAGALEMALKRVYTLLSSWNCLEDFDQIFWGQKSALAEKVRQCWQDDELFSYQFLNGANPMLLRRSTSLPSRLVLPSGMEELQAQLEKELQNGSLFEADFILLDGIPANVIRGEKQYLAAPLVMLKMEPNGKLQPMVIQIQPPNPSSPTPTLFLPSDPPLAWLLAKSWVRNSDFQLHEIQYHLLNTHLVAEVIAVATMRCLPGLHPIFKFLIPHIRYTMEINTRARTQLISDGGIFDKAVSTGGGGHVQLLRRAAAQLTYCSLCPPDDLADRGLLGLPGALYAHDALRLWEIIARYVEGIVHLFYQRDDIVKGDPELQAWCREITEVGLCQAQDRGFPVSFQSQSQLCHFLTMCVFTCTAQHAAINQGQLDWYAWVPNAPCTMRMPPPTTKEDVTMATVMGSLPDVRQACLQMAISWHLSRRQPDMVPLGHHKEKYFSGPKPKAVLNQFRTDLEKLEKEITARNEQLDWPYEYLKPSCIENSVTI
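Purified human 12hLO (150 nM final) in 25 mM Hepes, 0.01% Triton X-100, pH 7.0 was preincubated 15 min at room temperature with compound. Then 40 uM arachidonic acid was added, 30 min. Hydroperoxide was read by Fe-XO absorbance ratio 573/405 nm.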
Vif-APOBEC3F blk – qHTS for Inhibitors of Vif-A3F Interactions: qHTS. AID 602313, 2012. Potency, µM (top dose mostly 46.1 µM), for inactives: at the top dose activity, negative = active. 390,000 tested, 0.2% active. HeLa A3F-eYFP + Vif (tagged APOBEC3F with the HIV-1 protein that degrades it), YFP fluorescence increase; note: % of control where 0% means no effect; nearly all actives have a fitted effect of over 65% in size
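Fluorescence increase (Ex 488/Em 500-530) after overnight compound treatment at 37 deg C flags inhibition of Vif-driven A3F-eYFP loss in stable HeLa A3F-eYFP/Vif cells seeded overnight beforehand.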
RGS4 inhibitor – Inhibitors of Regulator of G Protein Signaling (RGS) 4: qHTS; Transcreener GDP fluorescence polarization, RGS4-accelerated GTP hydrolysis; Potency, µM (highest dose often 114 µM), for the others: top-dose activity change, negative = inhibition, actives largely listed as inhibitors; 390,000 tested, 0.039% active; AID 504845, 2011; note: % is set by controls: 0 for no effect and ±100 for the full control effect; nearly all actives have a fitted effect of over 75% in size; some results filed as inactive show a strong effect at the top dose
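MLSMR compounds (23 nl, pin-transferred) preincubated 10 min at room temperature with a 500nM (2x) first reagent, then RGS4 at 900nM (2x) plus Transcreener GDP mix added; fluorescence polarization (620/688 nm) read before and after 90 min at 30 °C.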
mIDH1 inhibitor – qHTS for Inhibitors of mutant isocitrate dehydrogenase 1 (IDH1): qHTS. Isocitrate dehydrogenase [NADP] cytoplasmic (Homo sapiens), O75874. IDH1-R132H enzyme, NADPH consumption, diaphorase/resazurin fluorescence. Potency, µM (titrated, usually from 76.6 µM), without a hit: top-dose activity change, negative = inhibition, most hits filed as inhibitors. 390,000 tested, 0.093% active. AID 602179, 2012; note: % is set by controls: 0 for no effect and ±100 for the full control effect; nearly all actives have a fitted effect of over 65% in size
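IDH1-R132H (0.5 ug/mL dispensed) in pH 7.5 Tris buffer was preincubated 30 min with compound, then given a substrate mix of 0.016 mM NADPH and 2 mM alpha-KG for 80 min at room temperature; remaining NADPH was read by diaphorase/resazurin fluorescence.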
An asterisk follows results filed as active; ? = inconclusive; / = no result given; & = joins results of further samples; [ ] = remark or other dose. Calls come from the whole dose curve; as a rule, active = well fitted curve in the direction sought with a large enough effect; inconclusive = small, poorly fitted or top-dose-only effect, or another doubt; inactive = no such curve, though single readings can be large; an effect the other way counts as inactive or inconclusive. Potency is the fitted concentration of half-maximal effect.

Sequence of screens: TrxR1 inh, USP1 inh, RXFP1 agonist, TrxR1 substrate, Vif-A3G inh, ALOX12 inh, Vif-APOBEC3F blk, RGS4 inhibitor, mIDH1 inhibitor
> Cc1ccc(-c2noc(CN3CCCCC3)n2)cc1
  -7%, 0%, -0.2%, -6%, 1%, -29%, 5%, 18%, 3%
> COc1ccc2c(c1)N(C)/C(=C/c1cccc[n+]1C)S2
  33%, -19%, 1.4%, -1%, 13µM*, ?, ?, -10%, -5%
> O=C1CSC(c2cn(-c3ccccc3)nc2-c2cccs2)N1CC1CCCO1 (stereo not given)
  22%, -23%, 1.5%, 11%, -1%, -14%, 1%, 2%, 3%
> C(=C\c1ccco1)/c1ccc2ccccc2n1
  ?, -17%, -1.4%, 10%[57.1 µM], ?, 40µM*, -9%, ?, 18%
> Cc1cc(O)c(-c2cc(C(=O)Nc3sc4c(c3C(=O)NCc3ccco3)CCC4)[nH]n2)cc1C
  15%, -14%, 6.5%, 15%, 0%, 0%, -14%, 3%[11.4 µM], 1%
> CC(=O)N1CCc2cc(CNC(=O)Nc3ccccc3C(F)(F)F)ccc21
  8%[57.1 µM], -1%, 0.0%, -8%[57.1 µM], 2%, -7%, -6%, 9%, 13%
> Cn1c(=O)c2c(-c3ccccc3)n3c(c2n(C)c1=O)C(c1ccco1)Nc1ccccc1-3 (stereo not given)
  5%, -25%, 5.2%, -4%, -2%, -4%, 2%, 1%, -9%
> CCSc1ccccc1C(=O)N1CCN(c2nc3ccccc3s2)CC1
  4%[57.1 µM], 6%, -0.9%, -6%[57.1 µM], 7%, -14%, 2%, 6%, -10%
> Cc1nn(S(=O)(=O)c2ccccc2)c(C)c1S(=O)(=O)N1CCOCC1
  20%, -19%, 1.8%, 8%, 3%, ?, -10%, -37%, 6%
> Cc1cccc(C(CC(=O)N2CCCC2)c2ccccc2)c1O (stereo not given)
  -6%, -3%, -0.6%, -8%, -2%, -8%, -8%, 19%, -2%
> CC(c1ccccc1)N(CC(=O)NC1CCCCC1)S(=O)(=O)c1cccc(C(F)(F)F)c1 (stereo not given)
  -3%, -18%, 0.9%, -5%, 0%, -4%, 1%, 6%, 3%
> COC(=O)c1ccc(C)c(-n2c(=O)n(Cc3ccccc3)c(=O)c3[nH]cnc32)c1
  15%, -17%, 0.0%, -2%[57.1 µM], 1%, -12%, -1%, -1%, -3%
> Cn1cncc1C#Cc1ccc2cc(C3(O)CCCCC3)oc(=O)c2c1
  43%[activator], 6%, ?, 40%[activator], 2%, -9%, -9%, 0%, -12%
> N#CC1=C2SCC(O)(c3ccccc3)N2C(=O)CC1c1cccs1 (stereo not given)
  9%, -10%, 0.7%, -1%, ?, -18%, -4%, -13%, 3%
> CCc1ccccc1NS(=O)(=O)Cc1ccccc1
  7%[57.1 µM], -2%, -2.1%, -6%, -3%, 2%, 0%, 4%, 4%
> CCOC(=O)CS(=O)(=O)c1ccc(O)cc1
  14%[11.4 µM], 2%, 9.2%, 5%[57.1 µM], 1%, -1%, -15%, -36%, 16%
> CCC(=O)c1ccc(N2CCOCC2)c(F)c1
  -16%, 8%, /, -13%, 2%, 462%[activator], -9%, -6%, 1%
> O=C(COC(=O)c1cccc(NC(=O)c2ccc(Br)cc2)c1)c1ccc(Cl)cc1
  16%, -29%, 13%, 7%, 2%, -6%, 5%, -45%, -16%
> CCN1CCN(CC(=O)Nc2cc3c(cc2C(C)=O)OCO3)CC1
  17%[57.1 µM], -16%, 0.8%, 5%[57.1 µM], 3%, ?, 8%, -2%, 1%
> CC1(C)CC2(C)Nc3ccccc3N2C(=S)N1 (stereo not given)
  -9%, -13%, 1.2%, -8%, -6%, ?, -20%, -33%, 3%
> CCCCC(=O)Nc1ccc2c(c1)nc1n2CCSC1
  -10%, -7%, -0.5%, -15%, -1%, 3%&-2%, -8%, -16%, 0%
> CC(C)(C)C(=O)NC(=S)Nc1ccc(Cc2ccncc2)cc1
  ?, -8%, -1.6%, -2%[57.1 µM], 2%, 5%, 0%, -15%, 1%
> O=C1CC(Sc2ncccn2)C(=O)N1c1ccccc1C(F)(F)F (stereo not given)
  ?, -1%, -0.4%, 2%, 1%, 0%, -5%, -36%, 0%
> CCOc1ccccc1N1CCN(C(=O)CCCc2nc3ccccc3s2)CC1
  -16%, -25%, -1.6%, -12%, -5%, 30%[activator], 6%, -8%, 2%
> Cn1cc(CCCC(=O)NCc2cccc(Br)c2)c2ccccc21
  21%, -12%, 16%, 2%, -3%, -16%, 3%, 4%, -12%
> CCN(CC)S(=O)(=O)c1cccc(-c2nnc(SCC(=O)NC3CCCCCCC3)n2N)c1
  3%[57.1 µM], -5%, 1.7%, -1%[57.1 µM], -10%, 0%, 1%, 3%, 8%
> COc1cc(C2N(Cc3ccccc3)CCN2Cc2ccccc2)ccc1OC(C)=O
  18%, -19%, -1.0%, 7%, -11%, -38%, -10%, -5%, 1%
> CCOc1ccc2oc(C(=O)NC3CCN(Cc4ccccc4)CC3)c(C)c2c1
  7%[57.1 µM], -16%, -1.9%, 27%[57.1 µM], 2%, -16%, -2%, 14%, 1%
> N#CCOC(=O)C1CCN(S(=O)(=O)c2ccc3c(c2)OCCO3)CC1
  11%, -22%, -0.4%, 1%, 2%, 26%, -2%, 0%, 11%
> CC(C)CNC(=O)c1ccc2c(c1)C(=O)N(C1CCCCC1)C2=O
  13%[57.1 µM], -4%, 1.1%, 8%[57.1 µM], -8%, 15%, -6%, 11%, 0%
> Cc1ccc(C(=O)C(O)C(c2ccc(C)cc2)N2CCCCC2)cc1 (stereo not given)
  24%[57.1 µM], -3%, 0.4%, 12%[57.1 µM], -2%, 1%, -8%, -32%, 1%
> COc1cc(C2NC(=O)NC(O)(C(F)(F)F)C2C(C)=O)cc(OC)c1OC (stereo not given)
  -4%, -14%, 0.6%, -4%, -2%, 13%, -3%, -37%, 5%
> Cc1ccc(CS(=O)(=O)CCC(=O)NCCN2CCCCC2C)cc1 (stereo not given)
  2%, -26%, -7.7%, 15%, -2%, 371%[activator], -1%, -5%, 1%
> CC(=O)Nc1ccc2nc(CN3CCN(CC=C(C)C)C(CCO)C3)ccc2c1 (stereo not given)
  23%[57.1 µM], 1%, -4.1%, 10%[57.1 µM], -2%, -2%, 1%, 0%, 19%
> O=C(CSc1nc(=O)n(Cc2ccncc2)c2c1CCC2)Nc1ccc(F)cc1F
  -3%[57.1 µM], -29%, 0.6%, -1%[57.1 µM], 3%, -12%, -2%, 5%, 6%
> COc1ccc2c(c1)[nH]c1c(=O)n(/N=C/c3ccc(OC)c(CN4CCCCC4)c3)cnc12
  13%, -26%, 0.0%, 0%, 9%, -19%, 4%, -27%[56.9 µM], 11%
> CCOC(=O)c1ccc(NC(=O)Nc2ccc(S(N)(=O)=O)cc2)cc1
  24%, -10%, -0.3%, 7%, -4%, -2%, -5%, 4%, 9%
> COc1cc(C=O)cc(OC)c1OS(=O)(=O)c1ccc(NC(C)=O)cc1
  6%, -12%, 1.4%, 2%, -5%, -21%, 2%, -8%, 3%

Some of the entries above, set out differently:
N#CC1=C2SCC(O)(c3ccccc3)N2C(=O)CC1c1cccs1 (stereo not given)
  TrxR1 inh: 9%
  USP1 inh: -10%
  RXFP1 agonist: 0.7%
  TrxR1 substrate: -1%
  Vif-A3G inh: ?
  ALOX12 inh: -18%
  Vif-APOBEC3F blk: -4%
  RGS4 inhibitor: -13%
  mIDH1 inhibitor: 3%
CCCCC(=O)Nc1ccc2c(c1)nc1n2CCSC1
  TrxR1 inh: -10%
  USP1 inh: -7%
  RXFP1 agonist: -0.5%
  TrxR1 substrate: -15%
  Vif-A3G inh: -1%
  ALOX12 inh: 3%&-2%
  Vif-APOBEC3F blk: -8%
  RGS4 inhibitor: -16%
  mIDH1 inhibitor: 0%
COC(=O)c1ccc(C)c(-n2c(=O)n(Cc3ccccc3)c(=O)c3[nH]cnc32)c1
  TrxR1 inh: 15%
  USP1 inh: -17%
  RXFP1 agonist: 0.0%
  TrxR1 substrate: -2%[57.1 µM]
  Vif-A3G inh: 1%
  ALOX12 inh: -12%
  Vif-APOBEC3F blk: -1%
  RGS4 inhibitor: -1%
  mIDH1 inhibitor: -3%
COc1ccc2c(c1)N(C)/C(=C/c1cccc[n+]1C)S2
  TrxR1 inh: 33%
  USP1 inh: -19%
  RXFP1 agonist: 1.4%
  TrxR1 substrate: -1%
  Vif-A3G inh: 13µM*
  ALOX12 inh: ?
  Vif-APOBEC3F blk: ?
  RGS4 inhibitor: -10%
  mIDH1 inhibitor: -5%

The list is partial. The share of hits here may be higher or lower than overall.
